# VLA-4 inh – inhibition in a human VLA-4 binding assay. inhibition, % (about 7 µM as worked out from the volumes in the protocol). VLA-4 expressing cells, ligand binding flow cytometry. P13612. hit rate 0.2% among 330,000; in the data active = inhibition above about 50%
# Target sequence (P13612 whole entry, looked up): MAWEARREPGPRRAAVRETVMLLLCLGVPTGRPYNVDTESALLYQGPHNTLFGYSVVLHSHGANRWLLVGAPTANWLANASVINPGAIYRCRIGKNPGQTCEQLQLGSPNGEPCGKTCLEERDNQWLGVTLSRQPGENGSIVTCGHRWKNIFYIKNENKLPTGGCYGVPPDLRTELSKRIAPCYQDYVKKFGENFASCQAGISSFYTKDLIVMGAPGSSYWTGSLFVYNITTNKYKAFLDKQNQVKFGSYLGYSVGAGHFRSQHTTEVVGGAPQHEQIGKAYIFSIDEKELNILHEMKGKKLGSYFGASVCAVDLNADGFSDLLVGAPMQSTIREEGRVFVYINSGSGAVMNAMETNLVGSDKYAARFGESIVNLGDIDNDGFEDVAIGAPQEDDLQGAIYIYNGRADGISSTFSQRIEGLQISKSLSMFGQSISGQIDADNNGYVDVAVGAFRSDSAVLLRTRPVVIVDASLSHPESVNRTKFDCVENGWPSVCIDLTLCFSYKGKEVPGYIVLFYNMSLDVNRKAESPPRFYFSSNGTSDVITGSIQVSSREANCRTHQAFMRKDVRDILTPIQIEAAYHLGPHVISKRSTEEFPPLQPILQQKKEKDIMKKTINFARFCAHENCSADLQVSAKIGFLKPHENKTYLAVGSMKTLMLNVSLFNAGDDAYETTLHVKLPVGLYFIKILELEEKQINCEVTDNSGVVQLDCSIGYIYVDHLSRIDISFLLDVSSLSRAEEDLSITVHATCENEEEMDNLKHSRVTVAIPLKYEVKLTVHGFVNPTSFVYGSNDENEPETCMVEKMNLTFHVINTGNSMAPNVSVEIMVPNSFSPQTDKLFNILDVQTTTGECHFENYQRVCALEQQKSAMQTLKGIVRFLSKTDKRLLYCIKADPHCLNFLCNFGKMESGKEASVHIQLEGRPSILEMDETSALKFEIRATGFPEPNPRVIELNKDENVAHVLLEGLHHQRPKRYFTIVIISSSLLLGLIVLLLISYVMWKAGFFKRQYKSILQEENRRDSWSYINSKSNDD
# AGP1-GFP MLPCN – yeast TOR pathway AGP1-GFP modulation | S. cerevisiae AGP1-GFP multiplex flow cytometry, 3 h; GFP as percent of DMSO wells | GFP response vs DMSO, % at 10 µM | hit rate 0.02% among 320,000;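 active = GFP response relative to DMSO above a set limit, near screen average plus 3 SD, cut at about 150% in these data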;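 also: median GFP channel fluorescence of the gated AGP1 strain per well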
# MEP2-GFP yeast – modulators of TOR pathway MEP2-GFP in S. cerevisiae; S. cerevisiae MEP2-GFP strain, flow cytometry GFP, 3 h; 100% = DMSO control level; GFP response vs DMSO, % at 10 µM; hit rate 0.51% among 330,000;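 active = GFP response versus DMSO above a set limit, roughly screen mean plus 3 SD, cut at about 180% in these data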;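 also: median GFP fluorescence of the barcode-gated MEP2-GFP cells per well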
# GRK2 aptamer HTS – inhibitors of human GRK2 displacing RNA aptamer. inhibition of aptamer binding, % at 10 µM. hit rate 0.59% among 330,000. bead flow cytometry, FAM-aptamer displacement from GRK2;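 active = inhibition of aptamer binding above 40%, roughly 3 SD of noise, on plates passing a quality check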;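 also: median bead fluorescence of bound FAM aptamer so fluorescent compounds give negative values; no value below 0 was filed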
# RPL19A TOR yeast – modulators of TOR pathway RPL19A-GFP in S. cerevisiae; S. cerevisiae RPL19A-GFP strain, flow cytometry, 3 h; stronger effect = lower value; percent response vs DMSO, % at 10 µM; hit rate 0.3% among 330,000; AID 2025;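 active = percent response vs DMSO below 50%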;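 also: median channel GFP fluorescence of the barcoded RPL19A-GFP strain; ratio of sample median GFP to plate DMSO average so 100% = DMSO; lower means less RPL19A-GFP as with rapamycin TOR inhibition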
# LAP4 TOR yeast – alters LAP4-GFP fluorescence in TOR pathway yeast screen | GFP response vs DMSO, % at 10 µM | AID 2023 | S. cerevisiae LAP4-GFP multiplex, flow cytometry GFP, 3 h; median GFP as percent of DMSO wells | hit rate 0.34% among 320,000;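 active = GFP response vs DMSO above a set limit, about the screen mean plus 3 SD, cut at about 150% in these data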
# GASC-1 inh – inhibitors of human GASC-1 (JMJD2C) demethylase; GST-JMJD2C(1-420) H3K9me3 demethylation, DELFIA europium; inhibition, % at 2.35 µM; hit rate 0.069% among 330,000; Q9H3R0;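 active = more than half of a compound's replicate wells show inhibition beyond 50%, single wells judged on their own value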;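 also: signal counts dimethyl H3K9 product captured on neutravidin plate; 0% = median of DMSO wells and 100% = 0.3 times that DMSO median; strong numbers were not always called active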
# CIT2-GFP yeast – modulators of TOR pathway CIT2-GFP in S. cerevisiae; S. cerevisiae CIT2-GFP strain, flow cytometry, 3 h; 100 means same as DMSO wells; GFP response vs DMSO, % at 10 µM; hit rate 0.065% among 320,000; AID 2029;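 active = GFP response relative to DMSO above a set limit, near the screen mean plus 3 SD, cut at about 150% in these data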;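 also: ratio of well median GFP fluorescence to mean of DMSO wells on the plate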
# Starred values were filed as active, the others as inactive; . = not tested or not shown.
item	VLA-4 inh	canonical_smiles	AGP1-GFP MLPCN	MEP2-GFP yeast	GRK2 aptamer HTS	RPL19A TOR yeast	LAP4 TOR yeast	GASC-1 inh	CIT2-GFP yeast
1	-4	Cc1cc(C(=O)OC(C)C(=O)NC2CCCCC2)c(C)o1 (centres undefined)	100	98	0	98	101	0	99
2	5	c1ccc2c(c1)CN1CCCC1=N2	104	111	3	102	96	9	108
3	0	COc1cc(CC(=O)OCC(=O)Nc2cc([N+](=O)[O-])ccc2F)cc(OC)c1OC	108	107	6	113	100	-1	109
4	2	Cc1ccc(NC2CC(C)NC(=S)N2)cc1 (centres undefined)	109	93	2	99	103	7	96
5	11	CC1Cc2cc(S(=O)(=O)NCc3ccccc3)ccc2N1C(=O)C1CCC1 (centres undefined)	101	106	1	104	97	-22	103
6	8	CC(C)N(Cc1ccccc1)C(=O)CCc1ccccc1	102	106	3	104	95	0	118
7	10	O=C(NC(=S)Nc1cccc(-c2ccc(CO)o2)c1)c1cccs1	99	102	0	102	94	1	96
8	-10	Cc1c(NC(=S)N/N=C/c2ccc(O)cc2)c(=O)n(-c2ccccc2)n1C	99	98	0	96	93	87	102
9	-17	COc1ccc(C(=O)Nc2nc3ccc4nc(C)sc4c3s2)cc1	106	111	0	103	107	43	94
10	6	COc1cccc(-c2nc(N3CCC(C)CC3)c3ccccc3n2)c1O	93	108	91*	99	92	9	101
11	14	NS(=O)(=O)c1ccc(NC(=O)c2cccc3ccccc23)cc1	104	102	2	100	93	.	105
12	5	CC(=O)OC1COC(n2c(O)c(N=NC(N)=S)c3ccccc32)C(OC(C)=O)C1OC(C)=O (centres undefined)	103	98	0	103	87	-21	101
13	17	Cc1ccc(C)c(C(=O)COc2ncnc3ccccc23)c1	86	91	1	92	89	-4	92
14	8	CSCCC(NS(=O)(=O)/C=C/c1ccccc1)C(=O)N1CCC(C)CC1 (centres undefined)	102	100	1	101	102	11	92
15	-4	O=[N+]([O-])c1cc([N+](=O)[O-])c(Oc2ccc(F)cc2)cc1NN1CCCCC1	96	92	2	100	135	-3	122
16	6	Cc1ccc(C(=O)O)cc1NS(=O)(=O)c1ccc2ccccc2c1	102	104	6	106	97	8	105
17	12	COC(=O)CSc1ccc(S(=O)(=O)N2CCOCC2)cc1[N+](=O)[O-]	92	97	.	102	89	0	99
18	4	COc1ccc(C(=O)N2CCCC(Nc3ccc(C)c(C)c3)C2)c(OC)n1 (centres undefined)	104	101	14	100	104	4	100
19	2	COCCN(Cc1ccccc1)C(=O)c1cccc(S(=O)(=O)N2CCN(c3ccc(F)cc3)CC2)c1	110	98	0	99	104	3	95
20	-4	COc1cc(C)ccc1OCc1cc(C(=O)N2CCN(C)C[C@@H]2c2ccccc2)no1	104	102	0	101	117	2	108
21	6	Cc1cccc(C(=O)NCCNC(=O)c2ccco2)c1	99	105	3	100	92	-2	103
22	-5	COc1ccc(CNS(=O)(=O)c2ccc(C)cc2)cc1	86	92	0	94	133	8	84
23	-1	COC(=O)c1ccc(C(c2c(C)n(C)n(-c3ccccc3)c2=O)c2c(C)n(C)n(-c3ccccc3)c2=O)cc1	96	103	.	102	94	-27	105
24	0	Cc1ccc(SC[C@H](Cc2ccccc2)N2CC[C@@H](NC(=O)OCc3ccccc3)CCC2=O)cc1	106	102	0	100	93	5	97

# 19 entries out of the list, ordered by formula weight, falling:
item	VLA-4 inh	canonical_smiles	AGP1-GFP MLPCN	MEP2-GFP yeast	GRK2 aptamer HTS	RPL19A TOR yeast	LAP4 TOR yeast	GASC-1 inh	CIT2-GFP yeast
23	-1	COC(=O)c1ccc(C(c2c(C)n(C)n(-c3ccccc3)c2=O)c2c(C)n(C)n(-c3ccccc3)c2=O)cc1	96	103	.	102	94	-27	105
19	2	COCCN(Cc1ccccc1)C(=O)c1cccc(S(=O)(=O)N2CCN(c3ccc(F)cc3)CC2)c1	110	98	0	99	104	3	95
24	0	Cc1ccc(SC[C@H](Cc2ccccc2)N2CC[C@@H](NC(=O)OCc3ccccc3)CCC2=O)cc1	106	102	0	100	93	5	97
12	5	CC(=O)OC1COC(n2c(O)c(N=NC(N)=S)c3ccccc32)C(OC(C)=O)C1OC(C)=O (centres undefined)	103	98	0	103	87	-21	101
20	-4	COc1cc(C)ccc1OCc1cc(C(=O)N2CCN(C)C[C@@H]2c2ccccc2)no1	104	102	0	101	117	2	108
14	8	CSCCC(NS(=O)(=O)/C=C/c1ccccc1)C(=O)N1CCC(C)CC1 (centres undefined)	102	100	1	101	102	11	92
5	11	CC1Cc2cc(S(=O)(=O)NCc3ccccc3)ccc2N1C(=O)C1CCC1 (centres undefined)	101	106	1	104	97	-22	103
15	-4	O=[N+]([O-])c1cc([N+](=O)[O-])c(Oc2ccc(F)cc2)cc1NN1CCCCC1	96	92	2	100	135	-3	122
18	4	COc1ccc(C(=O)N2CCCC(Nc3ccc(C)c(C)c3)C2)c(OC)n1 (centres undefined)	104	101	14	100	104	4	100
7	10	O=C(NC(=S)Nc1cccc(-c2ccc(CO)o2)c1)c1cccs1	99	102	0	102	94	1	96
9	-17	COc1ccc(C(=O)Nc2nc3ccc4nc(C)sc4c3s2)cc1	106	111	0	103	107	43	94
10	6	COc1cccc(-c2nc(N3CCC(C)CC3)c3ccccc3n2)c1O	93	108	91*	99	92	9	101
16	6	Cc1ccc(C(=O)O)cc1NS(=O)(=O)c1ccc2ccccc2c1	102	104	6	106	97	8	105
11	14	NS(=O)(=O)c1ccc(NC(=O)c2cccc3ccccc23)cc1	104	102	2	100	93	.	105
13	17	Cc1ccc(C)c(C(=O)COc2ncnc3ccccc23)c1	86	91	1	92	89	-4	92
22	-5	COc1ccc(CNS(=O)(=O)c2ccc(C)cc2)cc1	86	92	0	94	133	8	84
6	8	CC(C)N(Cc1ccccc1)C(=O)CCc1ccccc1	102	106	3	104	95	0	118
21	6	Cc1cccc(C(=O)NCCNC(=O)c2ccco2)c1	99	105	3	100	92	-2	103
4	2	Cc1ccc(NC2CC(C)NC(=S)N2)cc1 (centres undefined)	109	93	2	99	103	7	96

# (cont.)
item	VLA-4 inh	canonical_smiles	AGP1-GFP MLPCN	MEP2-GFP yeast	GRK2 aptamer HTS	RPL19A TOR yeast	LAP4 TOR yeast	GASC-1 inh	CIT2-GFP yeast
25	-7	CCCN(CCC)CCCNC(=O)Cn1cnc2sc(C)c(S(=O)(=O)N3CCCCC3)c2c1=O	98	99	1	103	93	-3	97
26	-2	Cc1ccc2c(CC(=O)OC(C)C(=O)NCc3ccc4c(c3)OCO4)coc2c1 (centres undefined)	93	96	1	94	99	6	85
27	-2	CCc1cc(=O)oc2cc(C)cc(OCC(=O)NCCN3CCOCC3)c12	102	98	0	101	92	92	95
28	4	COc1ccc(Cl)cc1NC(=O)CN(C)C(=O)c1ccc2c(c1)CC(c1ccccc1)OC2=O (centres undefined)	94	100	0	100	92	-15	93
29	-18	Cc1onc(-c2ccccc2Cl)c1C(=O)Nc1cccc(S(=O)(=O)N2CCOCC2)c1	104	117	1	98	100	5	88
30	-4	c1ccc(-c2cnc(-c3cccnc3)o2)cc1	96	103	1	100	102	-1	105
31	13	COc1ccc(OCC(=O)O/N=C(\N)c2ccc(OC)cc2)cc1	95	109	1	100	130	2	88
32	16	OCCCCNCc1cc(Br)ccc1OCc1ccccc1	94	100	0	95	100	5	87
33	7	COc1ccc(C(=O)NC(=S)NCc2ccco2)cc1	91	84	0	87	102	-1	77
34	-2	Cc1ccc(Nc2nc(C)cs2)cc1	93	101	0	101	95	-1	99
35	26	O=S(=O)(Cc1ccccc1)Nc1ccc(F)cc1	100	118	1	103	116	1	102
36	7	O=C(c1ccncc1)N1N=C(C2CC2)CC1(O)C(F)(F)F (centres undefined)	106	102	0	108	99	-1	104
37	7	CC(=O)c1ccc(NC2CC(O)C(O)CO2)cc1 (centres undefined)	114	108	2	109	102	7	110
38	15	COc1ccccc1-n1c(SCC(=O)N2CCOCC2)nc(O)cc1=O	98	96	0	102	76	2	108
39	-15	Cc1ccc(C)c(N(C)S(=O)(=O)c2cccc3nsnc23)c1	97	97	0	99	91	-16	93
40	8	O=C(CCn1nnc2ccccc21)OCC(=O)c1ccc(F)cc1	92	92	0	93	99	2	99
41	10	CC(C)(C)c1cc(CN(CCO)CCO)c(O)c(C(C)(C)C)c1	97	93	0	94	86	4	77
42	7	O=C(/C=C/c1ccco1)NCC1OCCc2ccccc21 (centres undefined)	103	100	21	96	104	2	95
43	-11	CCOC(=O)C1CCCN(C(=O)c2ccccc2NS(=O)(=O)c2ccc(F)cc2)C1 (centres undefined)	99	100	0	101	92	-4	105
44	-8	CCCCOc1ccc(C2(C)CC(=O)NC2=O)cc1 (centres undefined)	105	106	1	100	106	1	100
45	-3	CC1=CC=CN2C1=NC(=O)CC2(C)C(=O)N(CC(=O)NC1CCCC1)Cc1ccccc1 (centres undefined)	98	103	0	101	99	-2	99
46	4	CCOC(=O)c1c(NC(=O)c2nn(CC)cc2Br)sc2c1CCCCC2	99	105	0	100	105	-2	103
47	-9	CC(=O)Nc1ccc(S(=O)(=O)Nc2nc3ccccc3nc2-n2ccc(=NC(=O)c3ccccc3)cc2)cc1	116	102	4	104	110	10	105
48	11	CC(C(=O)Nc1ccccc1)N(c1cccc(Cl)c1)S(C)(=O)=O (centres undefined)	94	86	0	92	89	-7	96
49	4	COC(=O)C(C)(N)Cc1ccc(O)cc1 (centres undefined)	88	95	1	102	109	-8	84
50	9	O=C1NC(=S)S/C1=C\c1ccc2ccccc2c1	95	102	0	102	94	0	104
51	11	O=C1c2[nH]nc(-c3ccccc3O)c2C(c2ccccc2)N1Cc1ccco1 (centres undefined)	95	90	1	93	90	3	98
52	-9	O=NC1=C(c2c(O)[nH]c3ccccc23)CCCC1	101	96	1	101	99	-4	101
53	3	CCOc1cc(C2C3=C(CC(C)(C)CC3=O)N(CCOC)C3=C2C(=O)CC(C)(C)C3)ccc1OC	95	99	1	97	86	2	96
54	16	O=C(NN=C1CCCCCC1)C(=O)Nc1cccc(Br)c1	107	105	2	102	96	-1	103
55	-16	COc1cccc(-n2c(N)cc(=O)nc2SCC(=O)Nc2cc(C)on2)c1	99	97	0	98	98	-9	108

# Compound activity deposited in PubChem BioAssay by several laboratories.
